Compound activity: PubChem BioAssay, National Center for Advancing Translational Sciences (NCATS)
S3 lipid droplet – qHTS Assay for Lipid Storage Modulators in Drosophila S3 Cells. 320,000 tested, 0.64% active. Potency in µM for hits, for the others lipid storage change, negative = inhibition, % at the top dose, mostly 46.1 µM. AID 2685. Drosophila S3 cells, BODIPY lipid droplet fluorescence, 18-24 h; cells fed with added oleic acid; active = well fitted inhibition curve with a large enough effect in the signal ratio, with a control signal flat, not every such curve was filed as active; inconclusive = small, poorly fitted or top-dose-only effect, or effect the other way, or a change in a side signal; the % refers to the signal ratio
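Drosophila S3 cells got compounds at several concentrations plus oleic acid (400 uM solution). Laser-scanning cytometry with 488 nm excitation read lipid droplets at 500-530 nm and cells at 575-640 nm. Percent activity was relative to 20 uM Triacsin C.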
S3 lipid droplet cell count max – second read-out of S3 lipid droplet, no call of its own (marks repeat the call); cell number change, %; measured here: cell count max response;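 cells counted by Cell Tracker Red CMTPX staining in the red channel; peak over a dose series mostly up to 46.1 µM; percent activity relative to internal control wells on each plate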
The depositor's hits bear a star; i = inactive; ? = inconclusive; . = no result given; [ ] = dose if it differs, or a comment. % is scaled to controls: 0 for no effect and ±100 for the full control effect; potency is read from the fitted curve at half-maximal effect.

compound	S3 lipid droplet	S3 lipid droplet cell count max
COC(=O)[C@@]12CCCCN1[C@H](c1ccc(-c3cccc(Cl)c3)c(OC)c1)[C@H]1C(=O)N(C)C(=O)[C@H]12	?	.
COc1ccccc1NC(=O)C1=C(C)N(c2ccccc2)C(=S)NC1c1cccc(C(F)(F)F)c1 (stereo not given)	?	.
CCCC/S(CC1CC1(Cl)Cl)=N\S(=O)(=O)c1ccc(C)cc1 (stereo not given)	i	.
COc1ccc(C2N(C(C)=O)CCN2S(=O)(=O)c2ccc(C)cc2)cc1 (stereo not given)	i	-20.8
O=C(NCC1COc2ccccc2O1)c1ccc(Cl)c(S(=O)(=O)N2CCCC2)c1 (stereo not given)	?	.
COc1ccc(/C=N/NC(=O)c2ccc3nc[nH]c3c2)c(OC)c1	?	.
COc1ccc(/C=N/NC(=O)C(=O)N2CCCCCC2)cc1	?	.
CC(C)c1ccc(NC(=O)COC(=O)COc2ccccc2)cc1	15.7%	3.2
Cc1csc(=O)n1CC(=O)OCc1cccc2ccccc12	2.5%	-4.0
CCCCc1nc2ccccc2c(=O)n1NC(=O)c1c(O)c2cccc3c2n(c1=O)CCC3	?	.
C=CCn1c(SCC2CCCCO2)nc2sc(CC)cc2c1=O (stereo not given)	-12.4%	16.1
S=C(NNc1nc(Nc2ccccc2)nc(N2CCCCC2)n1)NC1CCCCC1	8.5%	-12.1
CC1(C)CC(=O)c2cnc(N3CCc4ccccc43)nc2C1	8.6%	-11.3
COC(=O)c1cccc(C(=O)Oc2cccc(Br)c2)n1	2.0%	-9.8
CSc1ncccc1C(=O)OCC(=O)N1CCOCC1	?	.
COc1ccc(-c2noc(-c3cc(Cl)ccc3Cl)n2)cc1OC	?	.
COc1ccccc1Cn1cnc2cccnc21	2.6%	4.0
Cc1ccc(C(=O)NCCc2nnc3ccc(SCC(=O)Nc4ccc(C)cc4C)nn23)cc1	2.9%	-2.6
O=C(N/N=C/c1cccc(O)c1)c1ccc2c(c1)OCCO2	?	.
CC(C)(C)c1ccc(C(=O)NC(=O)COC(=O)CCS(=O)(=O)c2ccccc2)cc1	19.6%	2.2
CCSc1nc(N2CCCCC2)c2c(c1C#N)CCCC2	6.4%	12.5
Cc1ccc(N2CC(C(=O)NCCS(=O)(=O)N3CCN(c4ccccc4)CC3)CC2=O)cc1 (stereo not given)	?	.
CC(=O)c1cnn(-c2c(Cl)cc(Cl)cc2Cl)c1C	11.3%	0.3
O=C(c1cc(-c2cccc(Cl)c2)on1)N1CCc2ccccc2C1	24.9%	-19.0
O=C(NCc1ccncc1)C(=O)NCC(c1ccco1)N1CCN(c2ccccc2F)CC1 (stereo not given)	20.8%	5.5
Cc1ccc(C(=O)/C=C/N(C)C)o1	-9.3%	-4.6
CCOc1ccccc1CNS(=O)(=O)c1csc(C(N)=O)c1	i	19.8
CC(=O)Nc1ccc(-c2csc(NNC(=O)c3ccc(C)cc3)n2)cc1	?	.
CC1(c2nnc(-c3ccc(Cl)cc3)o2)CC(c2ccc([N+](=O)[O-])cc2)=NO1 (stereo not given)	18.8%	8.2
O=C(COc1ccccc1Cc1ccccc1)Nc1cccnc1	7.0%	7.1
COc1cc(C(=O)NCC(c2cccs2)N2CCOCC2)c([N+](=O)[O-])cc1OC (stereo not given)	?	.
CC(C)(C)OC(=O)CC12CCCCC1NC(=O)O2 (stereo not given)	?	.
Cc1cc(C(=O)N2CCCC(N3CCN(c4cccc(C(F)(F)F)c4)CC3)C2)n[nH]1 (stereo not given)	?	.
COc1ccc(NC(=O)C2OCCc3ccccc32)c(OC)c1 (stereo not given)	?	.
CC(C)CNc1nnnc2c1sc1nc(N3CCOCC3)c3c(c12)CC(C)(C)SC3	0.4%	15.6
COc1ccc(C(=O)N(CN2CCCC2=O)c2cc(C)on2)cc1OC	?	.
O=C(NC1CCCCC1)C(c1ccncc1)N(C(=O)Cn1nnc(-c2cccs2)n1)C1CCCC1 (stereo not given)	?	.
Cc1ccc(C)c(S(=O)(=O)Nc2ccc3oc(C)c(C(=O)O)c3c2)c1	?	.
C=C(C)c1cccc(C(C)(C)NC(=O)N(Cc2ccccc2)Cc2ccco2)c1	-5.8%	2.9
O=C(NCCCNC(=O)c1cnccn1)c1cccc(Cl)c1	-10.9%	8.7
O=C(CCCN1C(=O)c2cccc3cccc(c23)C1=O)NC1CCS(=O)(=O)C1 (stereo not given)	-13.1%	-10.9
Cc1cc2nc(C)c(=O)n(C)c2cc1C	?	.
O=C(NCCCCCCNC(=O)c1ccc(Br)s1)c1ccc(Br)s1	-0.4%	-17.8
CC1(c2ccccc2)NC(=O)N(CC(=O)NNC(=O)c2ccccc2)C1=O (stereo not given)	?	.
COc1ccc(CCNC(=O)COc2cc(C)cc3oc(=O)cc(C)c23)cc1	i	12.5
O=C(O)CNc1nc(-c2ccccc2)nc2c1oc1ccccc12	-16.5%	-8.4
CC1(C)CC(=O)c2sc(NS(=O)(=O)c3ccc([N+](=O)[O-])cc3)nc2C1	?	.
O=C(Nc1ccccc1C(F)(F)F)c1cnccn1	?	.
COc1ccc(Br)cc1/C=N/NC(=O)c1cccnc1	?	.
CCC(C)NC(=O)c1cn(CC)c2ccc(S(=O)(=O)N3CCCCCC3)cc2c1=O (stereo not given)	?	.
CC1=C(C(=O)Nc2cccc(C(=O)NCc3ccc(F)cc3)c2)SCCO1	i	-26.5
O=C(Cc1cccs1)NCC1CCCO1 (stereo not given)	?	.
O=C(CN(C(=O)CNS(=O)(=O)c1ccc(F)cc1)c1ccccc1F)NCc1ccco1	?	.
CCOC(=O)C1CCCCN1Cc1cccc(F)c1 (stereo not given)	?	.
Nn1c(SCCOc2ccccc2)nnc1-c1cccnc1	?	.
O=C(/C=C/c1ccc2c(c1)OCCO2)c1ccccc1	-3.4%	12.4
Cc1ccnc(NC(=O)c2ccc(OCc3c(C)noc3C)cc2)c1	?	.
CC1CCc2c(sc(NC(=O)C3CCCO3)c2C#N)C1 (stereo not given)	?	.
O=C(CN1C(=O)C2CC=CCC2C1=O)Nc1ccc(Br)cc1 (stereo not given)	-15.3%	18.0
C/C(N)=C(/C#N)C(=O)COC(=O)c1cc(-c2ccccc2)nc2ccc(Br)cc12	?	.

(list continues)
compound	S3 lipid droplet	S3 lipid droplet cell count max
Cc1cc(NS(=O)(=O)c2ccc(NC(=S)NC(=O)c3ccncc3)cc2)no1	?	.
Cc1ccccc1NC(=S)N/N=C/c1ccc(O)cc1O	?	.
O=C(Nc1cc(Cl)ccc1O)C1CC(c2ccccc2O)=NO1 (stereo not given)	?	.
Clc1nc(CN2CCOCC2)nc2sc3c(c12)CCC3	?	.
O=C(C1CCC1)N1CCc2cc(S(=O)(=O)NC3CCCC3)ccc21	15.1%	.
Cc1nc(C)c(-c2ccccc2)c(=O)[nH]1	-6.1%	0.8
COc1cccc(C(=O)N2CCN(c3ccc(N4CCOCC4)nn3)CC2)c1	?	.
Cc1ccccc1C(=O)N1CCC(C(=O)Nc2nccs2)CC1	?	.
C=CCn1c(SCC(=O)c2ccc(O)c(O)c2)nnc1-c1cccnc1	13.1%	0.3
COc1ccc(C(=O)NC2CC2)cc1OC1CCN(Cc2ccccc2)CC1	?	.
CCCOc1ccc(NC(=O)C2CC(=O)N(C)C(=Nc3cccc(OC)c3)S2)cc1 (stereo not given)	-22.1%	-2.0
CCCCCCC(C)NC(=S)Nc1cc(S(=O)(=O)N(C)C)ccc1C (stereo not given)	16.7%	14.4
C[C@@]12C(=O)Nc3cc(Cl)ccc3C(=O)N1[C@H]1c3ccccc3OC[C@@H]1[C@@H]2c1ccccc1	?	.
NC(=O)C1CCN(C(=O)c2ccc(Oc3cc(Cl)cc(Cl)c3)o2)CC1	-0.5%	8.7
O=C(OCCCOC(=O)c1ccc(Br)o1)c1ccc(Br)o1	?	.
C#CCNC(=O)C1=C[C@H](c2ccc(Br)cc2)C[C@H](OCCCCO)O1	?	.
CC(=O)Oc1ccc(C(=O)[C@H]2[C@H]3C(=O)N(c4ccccc4)C(=O)[C@H]3[C@@H]3C=CC=NN32)cc1	?	.
CN1C(=O)/C(=C/c2ccc(O)c([N+](=O)[O-])c2)N(C)C1=S	3.5%	0.4
Cc1cnc(C(=O)OCC(=O)N=c2sccn2Cc2ccccc2Cl)cn1	?	.
O=C(NCC(=O)N(c1cccc(F)c1)C(C(=O)NC1CCCC1)c1cccnc1)c1cccs1 (stereo not given)	?	.
COc1ccc(C(C(=O)NC2CCCCC2)N(C(=O)c2ccccn2)c2cccnc2)c(OC)c1 (stereo not given)	?	.
CCOc1ccc(C(C)NC(=O)c2cc(=O)[nH]c3ccccc23)cc1OCC (stereo not given)	0.0021µM*	6.3*
CCOC(=O)c1cccc(NC(=O)CN(C)S(=O)(=O)c2cnc[nH]2)c1	?	.
COc1ccc(-c2c(NC(=O)c3ccco3)n(-c3ccc(C)cc3)nc(C)c2=O)cc1	19.3%	6.8
O=C1CN(C(=O)c2ccc(Br)o2)C(c2ccccc2)c2cc(Br)ccc2N1 (stereo not given)	22.0%[9.22 µM]	22.2
O=C(OCC(=O)N1CCc2ccccc21)c1cccnc1Cl	?	.
CN(C)c1ccc(N2C(=NC(=O)c3ccccc3)SC3CS(=O)(=O)CC32)cc1 (stereo not given)	?	.
CCOC(=O)c1c(NC(=S)Nc2cccc(C)c2)sc2c1CC(C)(C)SC2	-0.6%	7.7
COc1cccc(CN2CC(C(=O)NCCN3CCOCC3)CCC2=O)c1 (stereo not given)	i	-11.6
COc1ccc(C(=O)C2CCCCC2=O)cc1 (stereo not given)	?	.
N=C(N)N=Nc1c(O)[nH]c2ccc(Br)cc12	?	.
O=C(Nc1ccc(S(=O)(=O)Nc2nccs2)cc1)C1=NN(c2ccccc2)C(=O)CC1	4.8%	-6.8
Cc1ccc(-c2ccc(=O)n(CC(=O)NCCN3CCCCC3C)n2)cc1 (stereo not given)	-10.9%	-11.2
CCCN1CCc2c(sc(NC(=O)C3CCN(S(=O)(=O)c4cccs4)CC3)c2C(N)=O)C1	?	.
CCc1ccccc1NC(=O)CN1CCN(C(=O)CNC(=O)c2ccc(N3CCCC3=O)cc2)CC1	?	.
CSc1cc(-c2ccccc2)n(Cc2c(Cl)cccc2Cl)c(=O)c1C#N	?	.
COc1cccc(NC(=O)C(C)Sc2nnc(C3CC3)n2C2CC2)c1 (stereo not given)	-7.9%	-1.3
COc1ccc(OC)c(NC(=O)c2cc3c(=O)n4ccccc4nc3n2C)c1	6.1%	14.9
CC1CCN(C(=O)CSc2nc(=O)n3ccccc3n2)CC1	-3.8%	11.7
CCc1ccc(C(=O)OCC(=O)NC2CCCC2)cc1	13.8%	-4.3
O=C(Cc1ccccc1)c1nc2ccccc2s1	?	.
C#CCOCCOCCOCCNc1nc(N2CCN(C(=O)[C@H](Cc3ccc(O)cc3)n3cc([C@@H](N)CC(C)C)nn3)CC2)nc(N2CCN(C(=O)[C@H](Cc3cc4ccccc4[nH]3)n3cc([C@@H](N)CC(C)C)nn3)CC2)n1	3.2%	4.3
Oc1ccc(Nc2nc(-c3ccccc3F)nc3ccccc23)cc1	?	.
O=C(O)c1cccc(-c2ccc(/C=N/Nc3ccc([N+](=O)[O-])cc3)o2)c1	?	.
COC(=O)c1ccc2nc(C)cc(Nc3ccc(N(C)C)cc3)c2c1	11.3%	-3.1
Cc1cc(OCCOCCNCc2ccccc2)ccc1C(C)C	5.4%	-3.5
CC1N=C(N)C(c2nc3ccccc3n2C)=C1O (stereo not given)	?	.
CCc1ccc(-c2nc(CSCC(=O)NCc3ccco3)c(C)o2)cc1	3.4%	-0.5
Cc1ccc(N2CC(C(=O)Nc3nccs3)CC2=O)cc1 (stereo not given)	14.1%	-4.9
Cc1cc(C)nc(-n2nc(C)cc2NC(=O)CN2CCc3ccccc3C2)n1	25.2%	-9.2
COc1ccc(CCNC(=O)C2CCCN(S(=O)(=O)c3ccccc3)C2)cc1 (stereo not given)	?	.
CC(C)CCN1CCC(n2nccc2NC(=O)c2ccc3c(c2)OCO3)CC1	i	-1.1

These rows are one share of the data (hit frequency here may not be typical).
